# Screening results deposited in PubChem BioAssay by several laboratories.
# MgcRacGAP inhibition: MgcRacGAP GTPase-activating activity inhibitors, confirmation, biochemical, ADP Hunter fluorescence | MgcRacGAP-stimulated Rac1 GTP hydrolysis, ADP Hunter fluorescence; higher % means a stronger effect; GST-tagged Rac1 F28L mutant substrate | inhibition, % at 30 µM, or IC50 in µM where a hit was titrated | hit rate 0.6% among 340,000;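 active means first-screen hits whose inhibition reached a set limit at any dose in the follow-up dose series; inconclusive means inhibition above the set first-screen limit but never retested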;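 further: fluorescence reports GDP produced by GAP-driven GTP hydrolysis; strong numbers were not always called active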
# b-catenin transl: modulators of beta-catenin nuclear translocation; HeLa beta-catenin nuclear translocation, immunofluorescence imaging; nuclear translocation activity, % at 5 µM; hit rate 0.3% among 190,000; AID 1665;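 active means nuclear translocation activity above 50% at 5 µM, with a well cell count of 50 or more; inconclusive means wells under 50 cells across six images, flagged as toxic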;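 further: per-cell ratio of nuclear to cytoplasmic median beta-catenin stain intensity; plate controls were DMSO negative control for no effect and GSK-3 inhibitor IX positive control for full effect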
#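 assay system = human HeLa cells, endogenous beta-catenin | times = compound treatment 24 h, 37°C, 5% CO2 | detection = Anti-beta-catenin immunofluorescence on PFA-fixed, Triton-permeabilized cells, DAPI nuclei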
# Salmonella PhoP GFP: PhoP-dependent GFP reporter repression – Salmonella Typhimurium, primary screen (AID 1863); S. Typhimurium PhoP-regulated promoter GFP reporter, 4 h; higher % means a stronger effect; hit rate 0.16% among 300,000; one-dose inhibition, % at 50 µM; IC50 in µM for titrated hits;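 active means inhibition over 29.93%, a cutoff 3 SD above the screen mean, later confirmed by dose response; inconclusive means inhibition over 29.93% but no dose response follow-up; inactive means inhibition at most 29.93% or unconfirmed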;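 further: 0% = low Mg2+ inducing control and 100% = high Mg2+ repressing control; strong numbers were not always called active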
# Large T inhibition: TAg ATPase/helicase activity blockers – biochemical (AID 1903); hit rate 0.39% among 310,000; inhibition, % at 20 µM; hits with a dose series show IC50 in µM; SV40 large T antigen ATPase/helicase inhibition assay; higher % means a stronger effect; in the data active means a potency from the dose series; inconclusive means inhibition mostly from about 32% at the one dose, without a potency; inactive means the rest, 99 in 100 with inhibition below about 32%; further: strong numbers were not always called active
# Myeloid diff MLP: compounds promoting myeloid differentiation | hit rate 1% among 360,000 | calls only at 10 µM | ER-HoxA9 myeloid progenitors, lysozyme-GFP differentiation, flow cytometry;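 active means normalized GFP-positive differentiation at or above the plate's own cutoff, the solvent-only control mean plus 3 SD; inconclusive means no clear call, values can overlap the other calls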;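 further: cells exposed to compound for four days before flow analysis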
# T cell HTS: T cell immune modulation candidate. calls only at 7 µM. hit rate 0.068% among 330,000. 2C CD8+ T cell-vesicle binding, flow cytometry; active compounds read low;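 active means response, share of CD8 T cells binding vesicles, and their 90th percentile fluorescence all below set limits, cut at about 80% in these data, passing the limit was not always enough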
#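 Also added: QL9-peptide-loaded Drosophila micro-vesicles bearing Ld, ICAM-1 and B7-1; Test system: purified 2C TCR transgenic mouse naive CD8+ T cells; Measured by: cytometric PE anti-B7-1 and Alexa647 anti-CD8 signals after 1% paraformaldehyde fixation; Timing: binding step 1.5 h, 37 °C, antibody labelling 20 min, ice.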
# RSV CPE inhibition: RSV antiviral activity via CPE protection, HEp-2 cells, primary 10 µM value included (AID 2391); HEp-2 cells, RSV-induced CPE inhibition; higher % means a stronger effect; CPE inhibition, % at 10 µM; hits with a dose series show IC50 in µM; hit rate 0.13% among 310,000; in the data active means a potency from the dose series; inconclusive means CPE inhibition mostly from about 23% at the one dose, without a potency; inactive means the rest, 99 in 100 with CPE inhibition below about 21%; further: strong numbers were not always called active
# WT yeast gro inh: growth inhibition of WT yeast, mitochondrial fusion screen | AID 1362 | mitochondrial fusion phenotypic screen, WT strain | hit rate 2.1% among 190,000 | inhibition, % at 10 µM; in the data active means inhibition above about 58%; tested in S. cerevisiae
# West Nile virus CPE: inhibition of WNV-induced cytopathic effect – cell-based, CPE readout (AID 1621) | hit rate 0.02% among 290,000 | West Nile virus-infected cells, CPE inhibition; higher % means a stronger effect | CPE inhibition, % at 10 µM; hits with a dose series show IC50 in µM; in the data active means a potency from the dose series; inconclusive means CPE inhibition mostly from about 3.7% at the one dose, without a potency; inactive means the rest, 99 in 100 with CPE inhibition below about 2.2%; further: strong numbers were not always called active
# WT yeast gro inh mutant strain: further read-out of WT yeast gro inh, marked with its call; inhibition, %; mitochondrial fusion phenotypic screen, mutant strain inhibition
# b-catenin transl cell count 5 µM: second read-out of b-catenin transl, no call of its own (marks repeat the call); cell count; measured here: cell count, cytotoxicity flag
# T cell HTS vesicle-bound %: recorded beside T cell HTS, whose call it bears; double positive events, %; measured here: CD8+ vesicle-bound cell fraction;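 binding gate set so that unloaded-vesicle control wells show 10% double positive cells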
# Myeloid diff MLP GFP+ MAC1+ %: also measured in Myeloid diff MLP; calls as there; GFP+ MAC1+ double positive, %; measured here: differentiation confirmed by MAC1 staining
# * = called active by the depositor; i = inactive; ? = inconclusive; / = no result given; + = active, no number.
SMILES,MgcRacGAP inhibition,b-catenin transl,b-catenin transl cell count 5 µM,Salmonella PhoP GFP,Large T inhibition,Myeloid diff MLP,Myeloid diff MLP GFP+ MAC1+ %,T cell HTS,T cell HTS vesicle-bound %,RSV CPE inhibition,WT yeast gro inh,WT yeast gro inh mutant strain,West Nile virus CPE
COc1cc2ccccc2cc1C(=O)Nc1ccccc1C,-6%,/,/,-8%,10%,i,0.1,i,58,8.2%,/,/,-0.5%
Nn1cnc2c(c1=O)C1(CCCCC1)Cc1ccccc1-2,3%,-4.0,551,4%,10%,i,0.8,i,4,3.0%,2,9,-0.6%
CC(C)CN1C(=O)c2ccc(C(=O)Nc3ccccn3)cc2C1=O,5%,-2.8,945,18%,3%,i,0.8,i,45,0.4%,11,-9,-0.1%
O=C(NC1CCCC1)c1ccc(CS(=O)(=O)c2cccc(C(F)(F)F)c2)o1,3%,-2.7,900,-8%,11%,i,1.0,i,24,0.4%,-16,21,-1.0%
CCCOc1ccc(C2C(=O)N(C3CCCCCC3)CC(=O)N2Cc2ccco2)cc1OC (stereo unspecified),7%,/,/,2%,9%,i,5.4,i,37,0.9%,/,/,-0.3%
N/C(=N\OC(=O)CCC1CCCC1)c1ccc(Br)cc1,5%,/,/,-6%,6%,i,0.4,i,36,1.9%,/,/,-0.3%
COc1ccccc1N1CCc2c(C)nc3c(OC)cccc3c21,12%,-4.7,1072,-4%,0%,i,1.7,i,36,?,-15,-8,3.0%
COc1cccc(C(=O)NN2C(=O)C3C4C=CC(O4)C3C2=O)c1 (stereo unspecified),10%,-2.1,1111,-10%,14%,i,0.7,i,25,-0.7%,28,20,0.4%
O=C(CNC(c1ccccc1)c1ccccc1)Nc1ccccc1F,-1%,/,/,-4%,6%,/,/,i,45,2.0%,/,/,-0.7%
COc1cc(=O)n(C)c2cc(N(C)C)ccc12,5%,/,/,4%,-13%,i,0.2,i,57,2.9%,-4,3,0.3%
COc1cc(CCCN2CCNC[C@@H]2C(C)O)cc(OC)c1OC (stereo partly specified),3%,/,/,/,24%,i,1.1,i,48,-0.1%,/,/,/
CCOC(=O)c1c(/N=C/C2=C(O)CCCC2=O)sc(C)c1C,102µM*,-1.9,954,25%,?,i,0.9,i,14,1.5%,1,4,-0.3%
O=C(COc1ccc(Br)cc1Cl)NC1CCN(Cc2ccccc2)CC1,7%,/,/,1%,7%,i,0.1,i,9,6.7%,/,/,0.1%
COc1ccc([N+](=O)[O-])cc1N(CC(O)CN(C)C)S(=O)(=O)c1ccccc1 (stereo unspecified),2%,-1.0,969,-11%,8%,i,0.3,i,13,-0.8%,-14,-14,-0.1%
Cc1ccccc1CSCCNC(=O)c1ccccc1,14%,-1.4,1058,0%,4%,i,0.2,i,33,3.5%,7,-12,-0.8%
Cn1nnnc1SCC(=O)Nc1ccc2c(c1)OCO2,7%,0.2,1516,2%,-4%,i,0.3,i,30,0.2%,8,2,-0.3%
Cc1cc(N2CCCc3ccccc32)n2ncnc2n1,4%,-3.8,1096,-6%,5%,i,2.3,i,22,3.3%,8,-3,0.5%
CC(=O)c1c(C)[nH]c(C(=O)CSc2nnc(-c3ccc(Cl)cc3)n2CC2CCCO2)c1C (stereo unspecified),12%,/,/,-5%,3%,i,0.4,i,14,4.8%,70*,-3.5*,0.8%
CCOc1ccc(CCNC(=O)CCc2nnc3ccc(N4CCOCC4)nn23)cc1OCC,4%,/,/,/,/,i,2.0,i,42,0.7%,/,/,0.0%
COc1ccccc1C(=O)N/C(=C/c1ccc2c(c1)OCO2)C(=O)Nc1ccc(C(=O)O)cc1,2%,/,/,-5%,9%,i,5.9,i,45,1.4%,/,/,0.2%
O=C(NCc1cccs1)c1cc(-c2cccs2)on1,12%,-0.9,888,0%,6%,i,0.3,i,22,0.3%,-4,-4,-0.3%
O=C(O)CCCCN1C(=O)/C(=C\c2ccc(OCc3ccccc3)c(OCc3ccccc3)c2)SC1=S,7%,/,/,-9%,11%,i,1.6,i,67,-0.4%,/,/,-0.6%
COC(=O)c1cccc(-n2c(CCC(=O)O)ccc2-c2cccs2)c1,11%,-2.6,1278,-4%,26%,i,0.2,i,57,-1.2%,/,/,-0.1%
C=CCOC(=O)/C(=C/c1cccnc1)NC(=O)c1ccccc1,2%,0.4,1326,-10%,0%,i,1.3,i,29,0.4%,/,/,1.2%
Nc1ncnc2c1ncn2CCc1ccccc1,5%,/,/,-3%,2%,i,0.4,i,23,8.2%,/,/,-0.1%

# The list continues.
SMILES,MgcRacGAP inhibition,b-catenin transl,b-catenin transl cell count 5 µM,Salmonella PhoP GFP,Large T inhibition,Myeloid diff MLP,Myeloid diff MLP GFP+ MAC1+ %,T cell HTS,T cell HTS vesicle-bound %,RSV CPE inhibition,WT yeast gro inh,WT yeast gro inh mutant strain,West Nile virus CPE
CCN(CC(=O)Nc1ccc(NC(C)=O)cc1)C(=O)/C=C/c1c(C)nn(-c2ccc(F)cc2)c1C,1%,/,/,-2%,9%,i,3.2,i,55,5.0%,/,/,2.0%
CCOC(=O)c1c(-c2ccc(C)c(C)c2)csc1NC(=O)C1CC=CCC1C(=O)O (stereo unspecified),11%,/,/,-12%,19%,i,1.6,i,35,6.7%,-4,-18,/
O=C(Nc1c2c(nn1-c1ccc(F)cc1)CS(=O)(=O)C2)c1ccc(Br)o1,1%,/,/,9%,10%,i,6.3,i,45,0.5%,/,/,0.1%
COc1ccc(Nc2cc3n(c(=O)n2)CCc2cc(OC)c(OC)cc2-3)c(C)c1,17%,/,/,8%,18%,i,0.3,i,32,10%,/,/,-0.6%
CCOC(=O)C1CCN(C(=O)c2cc3ccccc3oc2=O)CC1,7%,-0.3,906,1%,5%,i,0.2,i,23,0.5%,0,-6,0.6%
Nc1ccccc1C(=O)Nc1cccc(C(=O)O)c1,9%,-2.2,1407,-35%,-8%,i,1.0,i,35,0.3%,-12,0,-0.2%
CCCC(NC(=S)NCC1CCCO1)C12CC3CC(CC(C3)C1)C2 (stereo unspecified),6%,-0.7,1058,7%,4%,/,/,i,23,12%,79*,11*,-1.6%
O=C(COc1ccc(Br)cc1)NC(=S)Nc1ccccc1N1CCOCC1,-4%,/,/,8%,-2%,i,0.3,i,40,1.3%,/,/,0.5%
C=CCC(O)(CC=C)CNC(=O)c1ccc(OC)c(OC2CCN(C(C)=O)CC2)c1,13%,/,/,-3%,5%,i,1.0,i,53,-0.4%,/,/,0.7%
CC(=O)C(Sc1ccc2nnc(-c3cccnc3)n2n1)C(C)=O,5%,0.4,1081,3%,12%,i,0.1,i,52,0.6%,-46,-4,-0.3%
C=CCN(C(=O)c1csnn1)C(C(=O)NC1CCCC1)c1ccccc1 (stereo unspecified),6%,/,/,7%,3%,i,0.4,i,24,0.4%,/,/,-0.5%
CSCCC(NC(=O)c1cccc(C)c1)C(=O)OCC(=O)Nc1c(C)nn(-c2ccccc2)c1C (stereo unspecified),3%,/,/,-13%,6%,i,0.9,i,54,0.3%,/,/,/
O=C(Nc1cccc2c1CCCC2)c1cccc(F)c1,4%,/,/,-3%,13%,i,0.9,i,54,5.0%,/,/,0.1%
O=C(Cn1cnc2scc(-c3ccc(Br)cc3)c2c1=O)N1CCOCC1,3%,-4.2,1103,2%,13%,i,0.3,i,53,0.4%,6,7,-0.5%
CCC1(CC)Cc2ccccc2-c2nc3ccccc3c(=O)n21,7%,0.3,1241,10%,-6%,i,0.6,i,48,0.7%,-30,0,0.4%
CCCCOC(=O)C1=C(C)NC(=O)NC1c1ccc(OC)cc1 (stereo unspecified),12%,/,/,3%,-2%,i,1.0,i,60,-0.6%,/,/,-0.2%
CC(C)(C)c1nc(CN2CCCCC2)cc(CN2CCCCC2)c1O,4%,-4.5,979,5%,12%,+,6.9*,i,23,0.1%,2,4,-0.3%
O=[N+]([O-])/C(C(Cl)=C(Cl)Cl)=C(/Sc1ccccc1)N1CCCCC1,3%,0.2,1195,-5%,5%,i,1.3,i,32,2.0%,/,/,2.2%
CN(C)Cc1c(C(=O)N/N=C/c2ccc(OCc3ccc(F)cc3)cc2)nnn1-c1nonc1N,-3%,/,/,-3%,5%,i,0.3,i,10,0.8%,/,/,0.8%
COc1cccc(NC(=O)CCc2c(C)nc3nc(CNC(=O)c4cccc(F)c4)nn3c2C)c1,13%,/,/,-10%,3%,i,5.3,i,36,6.8%,/,/,0.1%
Cc1cccc2c1CC(C)(C)N=C2C1=C(O)CC(C)(C)CC1=O,-1%,-0.7,1332,5%,4%,i,0.9,i,26,2.2%,3,-8,-0.1%
CC1CCN(C(=O)Cn2c(=O)oc3cc(S(=O)(=O)N4CCCCC4)ccc32)CC1,8%,/,/,4%,10%,i,2.9,i,30,1.1%,/,/,-0.4%
COc1cc2c(cc1OC)C(c1cc3ccc(C)cc3[nH]c1=O)N(C(=O)c1ccco1)CC2 (stereo unspecified),6%,/,/,7%,25%,i,2.0,i,39,5.9%,/,/,-0.5%
CCCCNC(=O)C1C2C=CC(C2)C1C(=O)O (stereo unspecified),1%,0.3,484,5%,15%,i,0.8,i,38,1.4%,-8,10,0.2%
COc1ccc2c(c1)CCN(C(=O)CCl)C2C1C(=O)CCCC1=O (stereo unspecified),12%,0.5,535,7%,10%,i,0.3,i,60,0.2%,-10,-9,0.1%
O=C(O)C[C@H]1c2cc(F)ccc2S(=O)(=O)N1C1CCCC1,8%,/,/,/,4%,i,1.1,i,6,0.5%,/,/,0.4%
COc1ccc([N+](=O)[O-])cc1NC(=O)CCC(=O)c1cccs1,0%,1.9,1022,-6%,1%,i,0.4,i,50,-0.9%,-20,-21,-1.6%
CCC(O)(C(=O)Nc1ccccc1C(F)(F)F)c1ccccc1OC (stereo unspecified),3%,/,/,/,/,i,1.8,i,31,-0.9%,/,/,/
CCOc1ccc2ccccc2c1CNCCN1CCOCC1,-3%,-1.3,967,8%,8%,i,5.3,i,12,-0.4%,16,18,-1.7%
CSCCC(NC(=O)c1ccccc1)C(=O)OCC(=O)c1ccc[nH]1 (stereo unspecified),6%,-2.3,1002,-5%,8%,i,0.1,i,16,1.6%,-8,3,-0.2%
